GLP1R inv ag – acts as inverse agonist at human GLP-1 receptor. HEK293 GLP-1R CRE-luciferase, luminescence, 24 h; GLP-1R form is constitutively active. Potency, µM (doses to about 38.3 µM), for the others: top-dose activity change, negative = inhibition, actives largely listed as inhibitors. 410,000 compounds, 1.6% hits; also: potency is read from the fitted curve at half-maximal effect; % is scaled to controls: 0 for no effect and ±100 for the full control effect; nearly all actives have a fitted effect of over 55% in size
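GLP-1R inverse agonism mode: basal reporter luminescence in engineered HEK293 cells measured after one day of compound exposure at 37 deg C, with a 12 min room-temperature detection step.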
Abeta yeast res – A-beta toxicity reversal in yeast. yeast expressing A-beta42, growth rescue, OD600, 48 h; response scale: 0% DMSO, 100% iron-clioquinol control. Potency, µM (titrated, usually from 46.1 µM), inactives show top-dose growth rescue, actives largely listed as activators. 410,000 compounds, 0.063% hits. AID 1347071; also: potency is read from the fitted curve at half-maximal effect; nearly all actives have a fitted effect of over 55% in size
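Growth rescue measured by 600 nm absorbance after 48 h yeast culture at 30 C with compound. Values normalized between DMSO and an equimolar ferric chloride plus clioquinol control.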
DRD3 antagonist – blocks the human D3 dopamine receptor. D3R cells, DiscoveRx beta-arrestin luminescence, antagonist mode; hits give low values. max response, negative = inhibition, %. 360,000 compounds, 2.5% hits; in the data active = max response below about -50%; inconclusive = no clear call, values can overlap the other calls; also: % is scaled to controls: 0 for no effect and ±100 for the full control effect; mostly tested at two doses, the higher about 12 µM
Target sequence (P35462 whole entry, looked up): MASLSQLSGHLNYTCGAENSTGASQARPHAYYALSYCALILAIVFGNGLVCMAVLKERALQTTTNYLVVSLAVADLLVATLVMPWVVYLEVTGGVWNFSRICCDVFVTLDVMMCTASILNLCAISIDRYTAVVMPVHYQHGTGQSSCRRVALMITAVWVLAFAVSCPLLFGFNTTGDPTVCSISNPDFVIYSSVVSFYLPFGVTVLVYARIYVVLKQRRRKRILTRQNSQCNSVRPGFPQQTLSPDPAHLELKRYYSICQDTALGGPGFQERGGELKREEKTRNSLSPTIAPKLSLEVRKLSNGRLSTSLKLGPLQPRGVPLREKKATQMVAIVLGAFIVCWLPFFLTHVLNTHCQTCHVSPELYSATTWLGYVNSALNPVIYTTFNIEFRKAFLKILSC
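Cells expressing the human receptor were seeded at 1500 cells/well, incubated overnight at 37 degrees C in 5% CO2, then exposed to library compounds with dopamine controls for 90 minutes at 37 degrees C before luminescent detection.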
aSyn rescue – rescues yeast growth from alpha-synuclein toxicity | Yeast expressing alpha-synuclein, growth rescue, BacTiter-Glo, 24 h | Potency, µM (titrated, usually from 46.1 µM), inactives show at the highest dose growth rescue (activation), actives largely listed as activators | 370,000 compounds, 0.14% hits; also: potency is read from the fitted curve at half-maximal effect; % of control where 0% means no effect; nearly all actives have a fitted effect of over 65% in size
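Galactose-induced alpha-syn yeast (OD600=0.02, raffinose-pregrown) + pinned cpd, 24 hr, 30 deg C; growth by BacTiter-Glo luminescence. Growth restoration scores as activation.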
TDP-43 yeast inh – rescues yeast growth from TDP-43 toxicity; AID 652104; TDP-43 expressing yeast growth rescue, BacTiter-Glo, 24 h; Potency, µM (doses to about 46.1 µM), for inactives: top-dose growth rescue (activation), most hits filed as activators; 410,000 compounds, 1.8% hits; also: potency is read from the fitted curve at half-maximal effect; % of control where 0% means no effect; nearly all actives have a fitted effect of over 50% in size
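Luminescence from BacTiter-Glo reports growth of TDP-43-expressing yeast after 24 hr at 30 deg C with compound. Cells were raffinose-pregrown to mid-log, then seeded in galactose medium at OD600=0.02.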
PTHR1 agonist – activates the human parathyroid hormone receptor PTHR1; 410,000 compounds, 0.075% hits; Potency, µM (series often up to 115 µM), for the others: top-dose activation, usual class: activators; HEK293 GP2 PTHR1 cells, GloSensor cAMP luminescence, 1 h; Q03431; also: potency is read from the fitted curve at half-maximal effect; nearly all actives have a fitted effect of over 55% in size; some results filed as inactive show a strong effect at the top dose; inactives centre near -15; many of its hits are not listed in these tables
Target sequence (Q03431 whole entry, looked up): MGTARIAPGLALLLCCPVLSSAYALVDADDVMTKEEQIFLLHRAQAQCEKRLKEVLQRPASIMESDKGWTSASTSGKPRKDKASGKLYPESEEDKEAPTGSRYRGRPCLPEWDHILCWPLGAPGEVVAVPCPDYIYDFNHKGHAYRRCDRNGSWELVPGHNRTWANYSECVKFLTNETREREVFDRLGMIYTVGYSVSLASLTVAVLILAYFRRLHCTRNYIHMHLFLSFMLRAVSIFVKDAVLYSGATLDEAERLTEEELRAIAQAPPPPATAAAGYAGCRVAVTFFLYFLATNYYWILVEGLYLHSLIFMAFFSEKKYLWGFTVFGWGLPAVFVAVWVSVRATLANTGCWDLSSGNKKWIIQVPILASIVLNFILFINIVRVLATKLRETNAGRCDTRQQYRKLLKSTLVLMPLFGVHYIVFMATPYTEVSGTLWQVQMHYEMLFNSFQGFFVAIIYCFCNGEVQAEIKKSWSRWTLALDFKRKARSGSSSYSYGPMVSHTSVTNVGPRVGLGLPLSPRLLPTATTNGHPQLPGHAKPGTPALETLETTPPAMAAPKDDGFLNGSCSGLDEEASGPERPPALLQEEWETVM
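HEK-293-derived GP2 cells expressing PTHR1 and a GloSensor cAMP reporter, 3,000/well, plated overnight, given luciferin plus IBMX (each 0.5 mM as added) for 1 h at 37 °C, then compound for 1 h at 37 °C. Luminescence was read after 15 min at room temperature.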
pAkt inh – inhibitors of Akt phosphorylation; Neuro2A IGF-stimulated pAkt S473 HTRF, 20 min; hits give low values; activity change, % for hits at 50 µM; 360,000 compounds, 0.32% hits; in the data active = activity change below about -80%; inconclusive = mostly about -51% to -80%; also: % is scaled to controls: 0 for no effect and ±100 for the full control effect
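Neuro2A cells (4,500/well, DMEM with 0.5% FBS) were treated with compound at a single 50 µM final concentration, stimulated with 6 nM IGF for 20 min at 37 °C, and lysed. Phospho-Akt Ser473 was read by HTRF as 665/615 ratio ×10^4.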
GLP1R ag – activates the human GLP-1 receptor | P43220 | HEK293 GLP-1R CRE-luciferase, luminescence, 4-6 h; cells express a hypersensitive GLP-1R form | Potency, µM (top dose mostly 45.6 µM), without a hit: top-dose activation, usual class: activators | 380,000 compounds, 0.007% hits | AID 624172; also: potency is read from the fitted curve at half-maximal effect; % of control where 0% means no effect
FUS suppressor – suppressors of FUS proteinopathy in yeast. S. cerevisiae FUS-expressing, growth rescue, OD600, 24 h. 390,000 compounds, 0.24% hits. Potency, µM (doses to about 76.6 µM), without a hit: at the top dose growth rescue (activation), usual class: activators;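 also: potency is read from the fitted curve at half-maximal effect; plate controls were DMSO vehicle for no effect and reference control for full effect; nearly all actives have a fitted effect of over 55% in size; some results filed as inactive show a strong effect at the top dose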
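Absorbance at 600 nm, taken 24hr after compound addition, measured rescue of FUS-yeast growth at 30C. Induction used 2% galactose with seeding at OD 0.005. Controls: CP55940 from 92uM final, DMSO only.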
Starred values were filed as active, the others as inactive; i = inactive; u = inconclusive; x = no result given; & = joins results of further samples; [ ] = remark or other dose. Unless noted, calls follow the shape of the dose curve; as a rule, active = well fitted curve in the direction sought with a large enough effect; inconclusive = small, poorly fitted or top-dose-only effect, or another doubt; inactive = no such curve, though single readings can be large; an effect the other way counts as inactive or inconclusive. Some of the compounds tested, so the mix of outcomes need not match the whole.

Structure	GLP1R inv ag	Abeta yeast res	DRD3 antagonist	aSyn rescue	TDP-43 yeast inh	PTHR1 agonist	pAkt inh	GLP1R ag	FUS suppressor
CCOC(=O)c1sc(NC(=O)c2cc(-c3cccc(O)c3)on2)c(C(=O)OCC)c1C	13%	7%	6	0%	0%	i	i	-2%	1%
CC(C)OCCCNC(=S)N1CCC(C(=O)c2ccc(F)cc2)CC1	u	3%	14	5%	u	-30%[inhibitor]	i	3%	-3%
CCOc1ccc(N2C(=O)CC(Sc3nc(C)cc(C)n3)C2=O)cc1 (configuration not stated)	2%	1%	-20	8%	-7%	i	i	1%	-12%
CCN(CC)CCn1nc2c3c(cccc3c1=O)-c1ccccc1-2	u	-8%	-14	-14%	6%	-5%	i	-6%	-13%
Cc1ccc(OCC(=O)OCc2cc(=O)n3nc(C4CC4)sc3n2)cc1	8%	-13%	x	x	-27%	4%	x	x	36%
CCOc1ccc(NC(=S)Nc2ccccc2C2CC2)cc1	-19%	u	-10	-2%	-21%[0.397 µM]	-3%	i	20%	14%
COc1ccc(-c2nc3ccc(Cl)cn3c2CC(C)(C)C)cc1OC	u	-1%	31	4%	3%	-5%	i	-1%	-14%
CCOC(=O)c1c(C)[nH]c(CCC(=O)Nc2ccccc2C(=O)OC)c1C	8%	-9%	x	x	u	-3%	x	x	17%
NC(=O)CC(NC(=O)c1cccc(Br)c1)c1ccc(NC2CCCCCCCCCCC2)c([N+](=O)[O-])c1 (configuration not stated)	-2%	5%	4	0%	8%	-21%	i	-1%	-19%
CCOC(=O)c1oc2ccc(Br)cc2c1CSc1nnc(C)s1	u	-5%	11	4%	0%	i	i	19%	0%
c1ccc(-c2c[n+]3c(n2-c2ccccc2)SCC3)cc1	u	-21%	3	-5%	-11%	-1%	i	0%	13%
Nc1c(N(CCC2=CCCCC2)C(=O)Cc2ccc(F)cc2)c(=O)[nH]c(=O)n1Cc1ccccc1	-19%	-3%	7	6%	16%	-18%	i	-7%	28%
Cc1cc(NC(=O)CCOc2ccc(F)cc2)no1	2%	8%	-6	1%	-22%[1.82 µM]	i	i	0%	10%
O=S1(=O)N(Cc2ccccc2F)CCCN1Cc1c(F)cccc1Cl	u	-28%	11	4%	-21%	-15%	i	15%	20%
CC(=O)c1cc(-c2ccc(F)cc2)n(CCC(=O)Nc2cc(C)[nH]n2)c1C	22%	2%	6	0%	9%	-4%	i	1%	5%
O=C(/C=C/c1ccncc1)c1ccc2c(c1)OCCO2	u	-14%	-54*	-4%	-8%[9.22 µM]	-39%[inhibitor]	i	7%	2%
CCN(c1cccc(C)c1)S(=O)(=O)c1ccc2c(c1)CCN2C(C)=O	u	0%	8	-2%	-3%	i	i	10%	7%
COc1cccc(C2=NN(C(=O)c3ccccc3)C(O)(C(F)(F)F)C2)c1 (configuration not stated)	u	-6%	14	3%	u	-14%	i	1%	11%
Cc1cccc(Nc2nnc(SCC(=O)c3ccc(Br)s3)s2)c1C	u	u	-15	21%	25µM*	-5%	i	17%	22%
O=c1c(Cl)c(Cl)cnn1-c1ccccc1	u	-44%[inhibitor]	u	-2%	22%	-89%[inhibitor]	i	-6%	30%
Cc1cccc(NC(=O)c2ccc(CNS(=O)(=O)c3ccc4c(c3)C(C)(C)C(=O)N4C)cc2)c1	u	-1%	x	x	20%	-92%[inhibitor]	x	x	-13%
Fc1ccc(-c2nn3c(C4COc5ccccc5O4)nnc3s2)cc1 (configuration not stated)	7%	-1%	28	-13%	u	i	i	0%	-11%
C=CCn1c2ccccc2c2nnc(SCc3ccc4nonc4c3)nc21	4%	7%	5	0%	-12%	i	x	13%	18%
CCc1nc(NC(C)C)c2oc3ccccc3c2n1	u	8%	-9	-5%	10%	-18%[57.5 µM]	i	13%	0%
CCSc1ncc(Cl)c(C(=O)N(Cc2ccc(N(C)C)cc2)C2CCS(=O)(=O)C2)n1 (configuration not stated)	-7%	2%	u	u	-8%	-10%	i	6%	x
COc1ccc(-c2nnn(-c3cc(Cl)cc(Cl)c3)c2N)cc1	u	-9%	-12	1%	0%	-20%	i	16%	-1%
Cc1ccc(NC(=O)c2cccc(S(=O)(=O)N3CCCC3)c2)nc1	-12%	-10%	5	-2%	-7%	-14%	i	1%	-3%
Cc1cccc(C(=O)Nc2sc3c(c2C(=O)O)CCCC3)c1	u	-9%&-9%	-18	1%	-30%&7%	-12%&-29%	i	-2%	27%&12%
Clc1ccc2c(N3CCOCC3)ccnc2c1	59%[activator]	15%	-4	-4%	-3%	i	i	6%	5%
O=C(CCl)Nc1c2c(nn1-c1ccccc1)CSC2	u	-23%	-7	8%	u	-3%	i	4%	13%
CCOc1ccccc1C(=O)N(Cc1ccccc1)Cc1cc2cc3c(cc2[nH]c1=O)OCCO3	0%	10%	-10	-2%	-13%	-7%	i	9%	-13%
CCCCC(=O)Nc1ccc(N2CCN(c3ccc(F)cc3)CC2)cc1	5%	3%	-2	-9%	-4%	-2%	i	9%	-15%
CSc1cccc(NC(=S)N(Cc2ccc(C)cc2)Cc2cccnc2)c1	-79%	29%	8	12%	u	i	i	23%	14%
CCN(CC)CCCNC(=O)c1nn(-c2cccc(OC)c2)c(=O)c2ccccc12	-31%	1%[9.22 µM]	u	-6%	-8%	i	i	7%	-38%
O=S(=O)(NCCc1nc2ccccc2[nH]1)c1ccccc1	14%	10%	2	2%	-5%	-3%	i	4%	32%
CCc1cc(=O)oc2c(C)c3c(cc12)CN(CCc1ccccc1)CO3	-12%	-66%[inhibitor]	x	x	26%	i	x	x	6%
COc1ccccc1CNC(=O)CCC(=O)N1Cc2cccc(OC)c2Oc2ncccc21	-20%	x	3	7%	7%	i	i	-2%	u
COc1ccc(OC)c(NC(=O)c2cc(CN3CCCC3)on2)c1	-5%	-12%	x	x	7%	-23%	x	x	-2%
COC(=O)c1sc(N)c(C(=O)OC)c1COC(=O)C12CC3CC(CC(O)(C3)C1)C2	6%	-3%	3	1%	-15%	i	i	16%	24%
CSc1c(SCc2ccccc2)cnn(Cc2ccccc2)c1=O	u	3%	-15	0%	u	i	i	11%	11%
Cc1nn(Cc2ccccc2)c(=O)c2nn(-c3ccc(Cl)cc3)c(C)c12	-7%	-23%	-27	0%	-12%	-19%	i	0%	x
Cc1ccc(S(=O)(=O)NCCCCCC(=O)Nc2ccccc2)cc1	15%	17%	6	3%	5%	-7%	i	-3%	-7%
NC(=O)C1(N2CCCCC2)CCN(C(=O)c2ccc(C#CC3(O)CCCCC3)cc2)CC1	-16%	3%	-19	-1%	16%	i	i	1%	-21%
Cc1cnc(NC(=O)CN2CCN(c3ccccn3)CC2)s1	u	5%	5	0%&1%	-4%	-14%	i	-9%	10%
Cc1ccc(CN2C(=O)CCC2C(=O)NCc2ccco2)cc1 (configuration not stated)	1%	-10%	-19	-5%	-13%	-3%[57.5 µM]	i	-8%	6%
COc1ccc(-n2nc([N+](=O)[O-])c(=NCCc3cccc(C)c3)n2O)cc1	u	-2%	u	5%	13µM*	i	i	23%	21%
COc1cc(NC(=S)NN2CCN(C)CC2)cc(OC)c1	0%	-2%	-13	-5%	-1%	6%	i	5%	u
O=C(Nc1cccc(C(=O)O)c1)/C(=C\c1ccc2c(c1)OCO2)NC(=O)c1ccccc1Br	9%	-1%	0	-1%	4%	10%	i	-1%	-7%
NC(=O)c1ccc(NC(=O)COC(=O)c2ccc(Br)c(S(=O)(=O)N3CCOCC3)c2)cc1	12%	3%	-13	-3%	3%	-32%[inhibitor]	i	4%	x
COc1cc(C(=O)N2C[C@H]3CON(C)[C@H]3C[C@H]2c2ccc(N3CCCCC3)cc2)cc(OC)c1OC	21%	-2%	21	1%	14%	i	i	15%	10%

Continued.
Structure	GLP1R inv ag	Abeta yeast res	DRD3 antagonist	aSyn rescue	TDP-43 yeast inh	PTHR1 agonist	pAkt inh	GLP1R ag	FUS suppressor
CC(O)Cn1c(N2CCCC2)nc2c1c(=O)[nH]c(=O)n2C (configuration not stated)	-8%	-2%	-18	-5%	-15%	7%	i	0%	5%
COc1ccc(C2CC(c3ccc(Br)cc3)=NN2C(=O)CSC2=NN3CCCC(=O)N=C3S2)cc1 (configuration not stated)	9%	-8%	-11	7%	-4%	i	i	0%	-12%
CNC(=O)c1csc(-c2cccs2)n1	73%[activator]	-5%	0	0%	24%	i	i	-1%	3%
Cc1ccc(Cl)cc1NC(=O)COC(=O)CCN1C(=O)C2CC=CCC2C1=O (configuration not stated)	0%	-14%	-26	-1%	11%	i	i	5%	x
Cc1cc(C)cc(NC(=O)CSc2nc(=O)n(CCCN3CCOCC3)c3c2CCCC3)c1	-13%	16%	14	-2%	4%	-19%	i	-1%	17%
CCOc1cc(/C=C2\SC(=S)N(N3CCOCC3)C2=O)ccc1O	-8%	-3%	28	1%	-1%	i	i	-6%	4%
CC(=O)Nc1ccc(NC(=O)CNS(=O)(=O)c2ccc(C)cc2)cc1	-1%	7%	-13	-3%	0%	i	i	-6%	5%
CCNC(=O)C1CCCN(C(=O)c2ccccc2)CC1 (configuration not stated)	3%	-5%	11	3%	16%	i	i	-8%	-21%
Cc1cc(C)n2nc(C(=O)OCC(=O)Nc3ccc(Cl)cc3)nc2n1	12%	4%	10	2%	-2%	i	i	10%	-11%

Compound activity from PubChem.
